Glioma ERSR ind = induces the endoplasmic reticulum stress response in human glioma cells | 0.02% of 420,000 active | U87-MG GRP78 promoter luciferase reporter, 16 h | Potency, µM, for the others: top-dose activation, hits mostly activators | AID 602332; further: potency means the concentration at half of the fitted maximal effect; series mostly up to about 76 µM; % of control where 0% means no effect; nearly all actives have a fitted effect of over 35% in size
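ERSR induction read as luciferase luminescence (Bright-Glo, 10 min at room temperature) in stably transfected human U87-MG glioma cells exposed to compounds for 16 h, using GRP78 as sensor.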
Pol beta inh = inhibitors of human DNA polymerase beta. Pol beta primer extension/strand displacement, fluorescence kinetic. Potency, µM (doses to about 114 µM), for the others: at the highest dose activity change, negative = inhibition, most hits filed as inhibitors. P06746. 1.3% of 340,000 active; further: potency means the concentration at half of the fitted maximal effect; on the % scale 0 is the no-effect control and ±100 the full control effect
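Homogeneous kinetic assay of primer extension and strand displacement by 10 nM Pol beta, preincubated 15 min at room temperature with compound before 50 nM substrate (final) was added. Read at 0 and 10 min; four-parameter Hill fit.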
POLI inh = blocks human DNA polymerase iota activity. Q9UNA4. Pol iota fluorescent replication assay, 10 min. Potency, µM (highest dose often 115 µM), for the others: top-dose activity, negative = inhibition, actives largely listed as inhibitors. 1% of 390,000 active. AID 588590; further: potency means the concentration at half of the fitted maximal effect
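Fluorescent replication assay read twice, at 0 min and 10 min after adding 50 nM (final) substrate. Enzyme (10 nM) and compounds were first incubated 15 min at room temperature; enzyme-free buffer wells were negative controls.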
APEX1 inh = inhibitors of human APE1 endonuclease; AID 2517; Potency, µM (top dose mostly 65.8 µM), for inactives: at the top dose activity change, negative = inhibition, actives largely listed as inhibitors; recombinant APE1, TAMRA/BHQ-2 abasic DNA cleavage fluorescence; 0.35% of 350,000 active;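 further: potency means the concentration at half of the fitted maximal effect; plate controls were vehicle for no effect and reference inhibitor for full effect; nearly all actives have a fitted effect of over 55% in size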
Target sequence (P27695 whole entry, looked up): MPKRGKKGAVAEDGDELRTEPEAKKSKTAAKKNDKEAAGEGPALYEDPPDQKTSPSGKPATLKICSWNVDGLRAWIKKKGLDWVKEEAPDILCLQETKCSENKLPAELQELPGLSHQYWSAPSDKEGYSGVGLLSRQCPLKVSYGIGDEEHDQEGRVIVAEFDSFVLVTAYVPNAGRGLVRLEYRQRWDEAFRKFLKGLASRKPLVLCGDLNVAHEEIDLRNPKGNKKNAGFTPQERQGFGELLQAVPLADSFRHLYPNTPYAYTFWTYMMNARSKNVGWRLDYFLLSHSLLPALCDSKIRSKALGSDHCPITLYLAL
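Measures dequenching upon AP-site incision of a 5'-TAMRA/3'-BHQ-2 THF-containing duplex, 50 nM; human APE1 0.75 nM after 15 min room-temperature exposure to compound; kinetic three-point read at one-minute spacing.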
Apoferritin bind = binds horse apoferritin like a general anesthetic | P02791 | apoferritin/1-aminoanthracene competitive binding, fluorescence | Potency, µM (titrated, usually from 77.5 µM), without a hit: top-dose activity change, negative = displacement, most hits filed as inhibitors | 0.074% of 350,000 active | AID 485281; further: potency means the concentration at half of the fitted maximal effect; on the % scale 0 is the no-effect control and ±100 the full control effect; nearly all actives have a fitted effect of over 20% in size
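In PBS, apoferritin at 10 uM is loaded with 1-AMA from a 50% saturated solution. After 10 min of compound exposure at ambient temperature, reduced 535 nm fluorescence indicates probe displacement.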
POLH inh = inhibitors of human DNA polymerase eta | Q9Y253 | recombinant Pol eta, fluorescent DNA replication assay | Potency, µM (titrated, usually from 114 µM), for inactives: top-dose activity change, negative = inhibition, usual class: inhibitors | 1.2% of 390,000 active | AID 588591; further: potency means the concentration at half of the fitted maximal effect; on the % scale 0 is the no-effect control and ±100 the full control effect
Target sequence (Q9Y253 whole entry, looked up): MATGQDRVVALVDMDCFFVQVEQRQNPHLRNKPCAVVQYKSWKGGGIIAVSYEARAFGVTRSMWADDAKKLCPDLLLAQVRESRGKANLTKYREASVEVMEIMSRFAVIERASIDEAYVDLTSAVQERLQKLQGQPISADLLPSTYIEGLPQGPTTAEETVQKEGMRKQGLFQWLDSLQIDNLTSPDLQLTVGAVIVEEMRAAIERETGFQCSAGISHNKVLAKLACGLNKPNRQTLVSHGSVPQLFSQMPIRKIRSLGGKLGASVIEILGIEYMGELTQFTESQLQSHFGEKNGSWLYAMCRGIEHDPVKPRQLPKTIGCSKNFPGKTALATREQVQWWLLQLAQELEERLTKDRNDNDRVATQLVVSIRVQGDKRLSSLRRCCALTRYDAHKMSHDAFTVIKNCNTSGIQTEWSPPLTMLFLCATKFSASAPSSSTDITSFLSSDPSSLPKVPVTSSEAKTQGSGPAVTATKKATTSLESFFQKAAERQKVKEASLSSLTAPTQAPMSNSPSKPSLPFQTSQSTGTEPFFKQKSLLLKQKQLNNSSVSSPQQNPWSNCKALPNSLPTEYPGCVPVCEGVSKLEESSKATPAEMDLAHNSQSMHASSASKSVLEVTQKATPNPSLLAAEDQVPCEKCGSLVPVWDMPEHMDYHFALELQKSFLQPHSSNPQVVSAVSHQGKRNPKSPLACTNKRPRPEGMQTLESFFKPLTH
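Pol eta (10 nM) was preincubated with compounds for 15 min at room temperature, after which fluorescent replication substrate (50 nM final) was added to start the reaction. Fluorescence was read kinetically at 0 and 10 min.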
BLM helicase inh = Bloom syndrome helicase (human) inhibition; recombinant BLM DNA unwinding, fluorescence dequenching; AID 2528; P54132; 0.2% of 350,000 active; Potency, µM (highest dose often 56.1 µM), for the others: at the highest dose activity change, negative = inhibition, most hits filed as inhibitors;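 further: potency means the concentration at half of the fitted maximal effect; plate controls were vehicle for no effect and no enzyme for full effect; nearly all actives have a fitted effect of over 35% in size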
Pol kappa inh = blocks human DNA polymerase kappa activity; Potency, µM (doses to about 107 µM), inactives show top-dose activity, negative = inhibition, most hits filed as inhibitors; Q9UBT6; purified Pol kappa, fluorescent DNA synthesis assay, 10 min; 0.53% of 400,000 active; further: potency means the concentration at half of the fitted maximal effect; on the % scale 0 is the no-effect control and ±100 the full control effect
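10 nM Pol kappa preincubated 15 min at room temperature with compounds, then reaction started with substrate at 50 nM final. Fluorescence read kinetically at 0 and 10 min; buffer-only wells served as negative control.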
LDHA block = LDHA (human) enzyme inhibition | purified LDHA, NADH/diaphorase-resazurin fluorescence; hits give low values | activity change, % (values are at about 110 or 230 µM) | 0.15% of 480,000 active; in the data active means activity change below about -30%; inconclusive means mostly about -25% to -30%;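 further: plate controls were DMSO wells for no effect and wells without enzyme for full effect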
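Remaining NADH was detected by diaphorase (0.133 mg/mL) converting 37 µM resazurin to fluorescent resorufin, read at 0 and 20 minutes. The preceding 5-minute room-temperature reaction used 2 nM LDHA, 0.2 mM sodium pyruvate and 0.06 mM NADH at pH 7.4.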
* = called active by the depositor; ? = inconclusive; . = not tested or not shown; & = joins results of further samples; [ ] = dose if it differs, or a comment. Unless noted, the call rests on the fitted dose curve; in most records, active means well fitted curve in the direction sought with a large enough effect; inconclusive means small, poorly fitted or top-dose-only effect, or another doubt; inactive means no such curve, though single readings can be large; an effect the other way counts as inactive or inconclusive. These rows are one share of the data; rates above refer to the full screens.

molecule | Pol kappa inh | Glioma ERSR ind | Pol beta inh | POLH inh | BLM helicase inh | APEX1 inh | POLI inh | LDHA block | Apoferritin bind
O=C(c1cc2c(ccc3ccccc32)o1)N1CCCCC1 | 0% | -7% | 1% | -9% | 1% | 1% | 28% | -1 | -21%
CCCc1cc(=O)n(-c2nc3ccccc3s2)[nH]1 | 15% | -2% | ? | -6% | -6% | -3% | ? | 0 | 0%
O=C(COC(=O)Cc1ccsc1)Nc1ccc(S(=O)(=O)N2CCOCC2)cc1 | -8% | -2% | 1%[57.1 µM] | -4% | 1% | -3% | -2% | -12 | 1%
N#Cc1cn(CCOc2ccc(F)cc2)c2ccccc12 | -6% | 4% | 12% | -10% | 0% | -6% | 12% | -4 | -3%
COc1cccc(NC(=O)c2cc3cccc(OC)c3o/c2=N\O)c1 | . | . | 6% | . | -9% | 20% | . | . | 6%
O=C(C[n+]1ccccc1Br)c1ccc2c(c1)CCCC2 | ? | -1% | . | . | . | . | 71µM* | 15 | .
COc1ccc(NC(=O)C2CCCN(S(C)(=O)=O)C2)cc1Cl (stereo unspecified) | -26% | -3% | -16% | -9% | 0% | 2% | 9% | -2 | -8%
COc1ccc(NC(=O)CN(C)C(=O)c2cc3c(s2)CCC3)cc1 | 10µM* | -4% | . | 3.2µM* | . | 1.9µM* | 7.1µM* | 0 | .
O=C(c1ccccc1NS(=O)(=O)c1ccc(Br)cc1)N1CCOCC1 | -3% | -5% | -10% | -10% | 1% | -5% | 3% | -3 | -2%
COC(=O)Cc1c(C)c2cc3c(c(C)c2oc1=O)OCN(CCc1ccccc1F)C3 | -38% | -2% | 0% | -8% | 2% | . | -20% | 8 | .
CC(=O)/C=C(\C)Nc1ccc(-c2cnc(-c3ccccc3)o2)cc1 | -2% | 1% | 2% | -10% | 1% | -4% | 13% | -2 | 208%[activator]
Cc1sc2ncn(CC(=O)N3CCN(c4ccccc4)CC3)c(=O)c2c1S(=O)(=O)N1CCN(c2ncccn2)CC1 | -11% | 1% | -5% | -9% | 2% | . | -7% | -3 | -11%
Cc1nc(Nc2ccc(S(N)(=O)=O)cc2)sc1C(=O)Nc1ccccc1 | -22% | -1% | ? | -20% | -5% | -7% | 17% | -8 | -12%
CSc1ccc(C(=S)N2CCN(C(c3ccccc3)c3ccccc3)CC2)cc1 | -7% | 1% | 2% | -1% | -4% | 0% | 36%[activator] | 0 | -12%
Cn1c(=O)c(-c2cccs2)nc2cnc(N3CCNCC3)nc21 | ? | 0% | . | . | -9% | 16% | . | . | .
CC(=O)c1nnn(-c2ccc([N+](=O)[O-])cc2)c1C | 3% | -4% | -3% | -13% | -9% | ? | -1% | -1 | 0%
CCOC(=O)CCS(=O)(=O)c1nc(-c2ccccc2)cc(C(F)(F)F)n1 | -7% | -13% | -16% | -24% | -7% | -2% | 6% | 0&4 | -2%
CCOC(=O)C1=C(c2ccccc2)N=C2SCC(=O)N2C1c1cccc(OC)c1 (stereo unspecified) | -6% | -2% | 8% | -16% | -7% | 8% | -7% | 0 | ?
COc1cc(NC(=O)c2cccs2)c(C(=O)OCC(=O)NCc2ccccc2)cc1OC | -7% | -1% | 2% | 12% | -5% | 12% | 3% | -3 | -8%
Cc1ccc(N2C(=O)[C@@H]3C(c4cccnc4)=NO[C@@H]3C2=O)cc1 | -3% | 0% | -2% | -3% | 3% | 2% | 8% | -7 | -3%
CCOc1ccccc1N(CC(=O)NCC1CCCO1)C(=O)CCC(=O)Nc1nccs1 (stereo unspecified) | -11% | -6% | 43% | -15% | -1% | -10% | 128%[activator] | 1 | -10%
O=[N+]([O-])c1ccc(Cl)cc1NCc1cccnc1 | -17% | -4% | . | 5% | . | . | 121%[activator] | -4 | .
O=C(NNc1ccc(C(F)(F)F)cc1[N+](=O)[O-])c1ccc(NS(=O)(=O)c2ccc(F)cc2)cc1 | -10% | -5% | 2% | -12% | -13% | -7% | 1% | 5 | -21%
Cc1ccc(NC(=O)Cn2nnc(C(=O)Nc3ccc(F)c(Cl)c3)c2N)cc1 | -22% | -3% | 1% | 4% | -2% | -14% | -5% | -6 | -6%
CC(Sc1nncn1C)C(=O)Nc1ccc2ccccc2c1 (stereo unspecified) | -1% | 5% | . | -4% | . | -2% | -11% | 0 | .
COc1cccc(/C=N/NC(=O)CNC(=O)CCc2ccccc2)c1O | -4% | 2% | -1% | -20% | -11% | -1% | 55%[activator] | 3 | 1%
O=C(NCc1cccs1)c1ccc(CSc2nc3ccncc3n2Cc2cccc(F)c2)cc1 | -9% | 0% | 22% | -12% | -8% | . | 3% | -10 | 1%
CCCCn1nc2cc(C(=O)NCc3ccccc3)ccc2c1OCC | 17% | 1% | -6% | -10% | -7% | -1% | -14% | -2 | -1%
O=C(OCC(=O)N(C1CCCCC1)C1CCCCC1)c1ccco1 | -7% | 0% | 0% | -18% | -7% | -3% | -13% | -2 | -11%
COCCN(CC(=O)Nc1cccc(C)c1C)C(=O)Cc1sc(C)nc1-c1ccc(F)cc1 | -9% | 0% | . | -12% | . | -2% | 16% | -11 | .

Laid out differently: entries from further up.
Every second line gives: Pol kappa inh	Glioma ERSR ind	Pol beta inh	POLH inh	BLM helicase inh	APEX1 inh	POLI inh	LDHA block	Apoferritin bind
- Cc1sc2ncn(CC(=O)N3CCN(c4ccccc4)CC3)c(=O)c2c1S(=O)(=O)N1CCN(c2ncccn2)CC1
  -11%	1%	-5%	-9%	2%	.	-7%	-3	-11%
- Cc1nc(Nc2ccc(S(N)(=O)=O)cc2)sc1C(=O)Nc1ccccc1
  -22%	-1%	?	-20%	-5%	-7%	17%	-8	-12%
- CSc1ccc(C(=S)N2CCN(C(c3ccccc3)c3ccccc3)CC2)cc1
  -7%	1%	2%	-1%	-4%	0%	36%[activator]	0	-12%
- Cn1c(=O)c(-c2cccs2)nc2cnc(N3CCNCC3)nc21
  ?	0%	.	.	-9%	16%	.	.	.
- CC(=O)c1nnn(-c2ccc([N+](=O)[O-])cc2)c1C
  3%	-4%	-3%	-13%	-9%	?	-1%	-1	0%
- CCOC(=O)CCS(=O)(=O)c1nc(-c2ccccc2)cc(C(F)(F)F)n1
  -7%	-13%	-16%	-24%	-7%	-2%	6%	0&4	-2%
- CCOC(=O)C1=C(c2ccccc2)N=C2SCC(=O)N2C1c1cccc(OC)c1 (stereo unspecified)
  -6%	-2%	8%	-16%	-7%	8%	-7%	0	?
- COc1cc(NC(=O)c2cccs2)c(C(=O)OCC(=O)NCc2ccccc2)cc1OC
  -7%	-1%	2%	12%	-5%	12%	3%	-3	-8%
- Cc1ccc(N2C(=O)[C@@H]3C(c4cccnc4)=NO[C@@H]3C2=O)cc1
  -3%	0%	-2%	-3%	3%	2%	8%	-7	-3%
- CCOc1ccccc1N(CC(=O)NCC1CCCO1)C(=O)CCC(=O)Nc1nccs1 (stereo unspecified)
  -11%	-6%	43%	-15%	-1%	-10%	128%[activator]	1	-10%

Carrying on.
molecule | Pol kappa inh | Glioma ERSR ind | Pol beta inh | POLH inh | BLM helicase inh | APEX1 inh | POLI inh | LDHA block | Apoferritin bind
Cc1ccc(CNC(=O)CCS(=O)(=O)c2ccc3c(c2)NC(=O)CO3)cc1 | -2% | 4% | 26% | -9% | 0% | 14% | 16% | -3 | -4%
CCOC(=O)c1cc(-c2ccccc2)sc1NC(=O)C(C)OC(=O)c1ccncc1 (stereo unspecified) | -1% | -2% | 9% | -22% | -2% | -8% | 27% | -3 | 9%
Cc1ccc(-c2csc3nnc(SCC(=O)NCc4ccc5c(c4)OCO5)n23)cc1 | 0% | -3% | 1% | -7% | -1% | 1% | 21% | -7 | -4%
COc1cc(N2CCCC2)c(OC)cc1C=O | -4% | -1% | -17% | -12% | -3% | -3% | -1% | 8 | -19%
CCOC(=O)c1nnn2c1nc(N1CCCCC1)c1ccccc12 | 3% | 0% | 37% | -1% | 3% | 0% | 81%[activator] | 1 | -9%
Cc1cc(C)nc(NC(=O)c2ccc3c(c2)OCO3)c1 | . | . | 24% | . | -4% | -6% | . | . | -8%
NS(=O)(=O)c1cc(C(=O)NCCOc2ccccc2)c(Cl)cc1Cl | 8% | -2% | 16% | -10% | -5% | -1% | 2% | -2 | -3%
CC(C)CCn1nnnc1C(c1ccccc1F)N1CCC(C(N)=O)CC1 (stereo unspecified) | -4% | -1% | 3% | -2% | -2% | 9% | 14% | -3 | 1%
Cc1ccc(C)c(NC(=O)CN(C)C(=O)c2ccncc2)c1 | 6% | -4% | 25% | -7% | -6% | 29% | 24% | -1 | -4%
NC1=NOC(=O)C1C1CCCCC1 (stereo unspecified) | 0% | -3% | . | -11% | . | . | ? | -6 | .
COc1cc2c(cc1OC)C1=NC(=O)CN1C(SCc1ccc(C)cc1)=N2 | ? | -1% | 5% | ? | 3% | -5% | 18% | -3 | -16%
O=C1COc2ccc(C(=O)NCc3ccc4c(c3)OCO4)cc2N1 | 4% | -7% | 0% | -13% | -4% | 2% | 16% | 2 | 26%
CN(C)C(/C=C/Nc1ccc(Br)cc1)=C(C#N)C#N | 9% | 4% | 0% | -13% | -8% | -1% | 117%[activator] | -6 | -3%
O=C1CCCN1c1ccc(S(=O)(=O)Oc2cccc(Cl)c2)cc1[N+](=O)[O-] | -10% | -5% | 49% | -14% | -3% | 2% | 5% | -3 | ?
CCN1CC(CN(C)Cc2nc(-c3cccs3)no2)CC1=O (stereo unspecified) | -1% | -4% | 48% | -23% | 0% | 20% | 82%[activator] | -6 | -10%
O=C(CCN1CCOCC1)NNC(=O)Nc1cccc(C(F)(F)F)c1 | -8% | 3% | 5% | -22% | 0% | 10% | 35%[activator] | -3 | -4%
NC(=O)c1cc(S(=O)(=O)NCCc2ccc(Cl)cc2)cs1 | -3% | -4% | ? | -3% | 0% | -7% | 20% | 0 | -2%
O=c1oc2ccccc2n1Cc1cccc(F)c1 | -14% | -6% | ? | 2% | -2% | 29% | ? | -3 | -12%
Cn1c(CC(=O)Nc2ccc(F)cc2)nnc1SCC(=O)NC1CCCCC1 | -21% | -2% | 19% | -6% | 1% | -9%[12.4 µM] | 38%[activator] | -3 | -7%
C/C(=N/N1CCN(c2ccccn2)CC1)c1cccc([N+](=O)[O-])c1 | 0% | 1% | 4% | -6% | 0% | -2% | 77%[activator] | -1 | -11%
